KCNQ1 act – human KCNQ1 channel potentiation or activation | CHO-K1 KCNQ1, thallium flux FluxOR fluorescence; hits give high values | B-score at 10 µM | hit rate 0.35% among 310,000 | P51787;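 active means fluorescence ratio B-score, a plate-corrected score, at least three library SD, with initial intensity B-score within 5 SD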
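Doses: Single concentration per compound, DMSO matched to controls | Test system: KCNQ1-transfected CHO-K1 cells | Timing: 90 min dye loading and 20 min compound exposure, both at room temperature | Measured by: Kinetic FluxOR thallium fluorescence, 10-s 1-Hz baseline, 110-s post-stimulus read | Medium: Assay buffer with matched DMSO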
TMEM16A act – activates or potentiates the mouse TMEM16A chloride channel; Q8BHY3; HEK293 TMEM16A/YFP-H148Q/I152L, iodide quench fluorescence; hits give low values; B-score at 10 µM; hit rate 0.3% among 340,000; AID 623877;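 active means fluorescence-ratio B-score plate-corrected deviation score at least 3 library SD below zero, with starting fluorescence score within 5 deviations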;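 further: channel opened by trigger with iodide after compound preincubation; score built on the fluorescence ratio of max minus min over baseline; more negative score means more quench and so TMEM16A activation or potentiation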
Target sequence (Q8BHY3 whole entry, looked up): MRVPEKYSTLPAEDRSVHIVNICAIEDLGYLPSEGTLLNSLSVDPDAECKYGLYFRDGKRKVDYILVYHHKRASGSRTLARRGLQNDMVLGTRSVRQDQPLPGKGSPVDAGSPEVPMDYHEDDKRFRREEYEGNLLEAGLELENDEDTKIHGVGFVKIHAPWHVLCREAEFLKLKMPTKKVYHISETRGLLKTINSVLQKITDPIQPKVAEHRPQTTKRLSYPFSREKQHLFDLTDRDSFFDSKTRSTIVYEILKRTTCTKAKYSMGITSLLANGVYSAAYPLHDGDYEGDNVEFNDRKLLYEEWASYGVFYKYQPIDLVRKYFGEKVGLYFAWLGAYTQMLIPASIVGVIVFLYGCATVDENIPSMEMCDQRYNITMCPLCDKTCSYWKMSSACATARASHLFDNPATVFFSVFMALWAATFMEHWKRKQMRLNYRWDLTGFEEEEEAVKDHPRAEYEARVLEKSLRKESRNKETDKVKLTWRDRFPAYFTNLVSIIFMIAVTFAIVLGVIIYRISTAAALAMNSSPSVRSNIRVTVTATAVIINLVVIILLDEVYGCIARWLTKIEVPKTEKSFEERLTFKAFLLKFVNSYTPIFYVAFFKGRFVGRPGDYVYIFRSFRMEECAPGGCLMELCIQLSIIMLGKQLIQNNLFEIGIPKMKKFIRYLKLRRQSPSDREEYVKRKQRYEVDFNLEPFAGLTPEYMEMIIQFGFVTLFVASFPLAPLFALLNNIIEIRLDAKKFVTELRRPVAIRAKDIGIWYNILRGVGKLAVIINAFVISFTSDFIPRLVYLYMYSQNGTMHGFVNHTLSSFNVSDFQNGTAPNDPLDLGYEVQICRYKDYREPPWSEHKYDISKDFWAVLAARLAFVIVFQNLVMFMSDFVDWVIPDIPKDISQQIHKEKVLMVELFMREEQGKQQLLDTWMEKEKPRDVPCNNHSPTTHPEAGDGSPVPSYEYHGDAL
KCNK3 block – human KCNK3 channel inhibition, primary screen. AID 602410. CHO-KCNK3 thallium flux, FluxOR fluorescence; hits give low values. hit rate 0.84% among 340,000. B-score at 10 µM;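 active means B-score under library mean minus 4 SD, starting fluorescence ratio at most library mean plus 5 SD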;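 further: more negative B-score means stronger inhibition of thallium flux through KCNK3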
HDAC3 inhib – blocks human histone deacetylase 3; hit rate 0.15% among 320,000; recombinant HDAC3, fluorogenic peptide/trypsin coupled, fluorescence; inhibition, % at 8.3 µM; in the data active means inhibition above about 26%, passing the limit was not always enough; inconclusive means no clear call, values can overlap the other calls
hERG protect – compounds protecting human hERG from proarrhythmic drug block; Q12809; CHO-hERG, FluxOR thallium flux, dofetilide IC70 present; activation (rescue from dofetilide block), less the hit threshold, % at 10 µM; hit rate 0.51% among 310,000; AID 1511;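 active means activation above the mean of controls blocked by dofetilide plus 5 SD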;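 further: thallium influx through hERG after potassium depolarization seen as dye fluorescence rise; in these data hits start at about 4.7%; inactives centre near -7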
KCNK9 block – inhibitors of human KCNK9 two-pore domain potassium channel | Q9NPC2 | HEK293 KCNK9, FluxOR thallium flux fluorescence; hits give low values | B-score at 10 µM | hit rate 1.2% among 310,000 | AID 488922;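 active means ratio B-score over 3 SD below the library mean, with starting fluorescence within 5 SD of its mean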;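 further: negative B-score means less thallium flux so channel inhibition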
TRPC4 potent – allosterically enhances the mouse TRPC4 cation channel. Q9QUQ5. HEK293 TRPC4beta/mu-opioid, DAMGO EC20, Fluo-4 Ca2+ flux; hits give high values. B-score at 10 µM. hit rate 0.42% among 310,000;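 active means B-score of calcium response area above 5 SD of library B-scores, with initial fluorescence ratio within 5 SD of library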;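 further: B-score of integrated fluorescence ratio over time as area under calcium response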
TRPC4 agonist – activators of mouse TRPC4 channel; Q9QUQ5; HEK293 TRPC4beta/mu-opioid, Fluo4 calcium fluorescence; hits give high values; B-score at 10 µM; hit rate 0.49% among 310,000;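 active means B-score above 5 SD of library B-scores, and initial fluorescence ratio not above library mean plus 5 SD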;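 further: positive B-score marks a calcium rise read as TRPC4 activation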
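System: HEK293 cells stably co-expressing mouse TRPC4beta and mu-opioid receptor; Schedule: Fluo4 dye loading 45 min at room temperature, 110 s recording; Detection: Fluo4 fluorescence, kinetic; Evaluation: B-scored integrated calcium fluorescence ratio; Controls: buffer (low) and maximal DAMGO (high).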
DYRK1A inh – blocks rat Dyrk1A kinase activity. ADP-Glo luminescence, NFATc1 peptide. inhibition, % at 12.5 µM. hit rate 0.43% among 310,000. AID 504441; in the data active means inhibition above about 50%;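 further: plate controls were vehicle with enzyme for no effect and no enzyme for full effect; many of its hits are not listed in these tables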
KCNQ1 inh – human KCNQ1 channel inhibition. P51787. CHO-K1 KCNQ1, FluxOR thallium flux fluorescence; hits give high values. B-score at 10 µM. hit rate 1.3% among 310,000. AID 2642;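 active means compounds whose thallium flux B-score, printed positive for inhibition, exceeds three library SD while starting fluorescence stays within three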;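 further: channel opened by potassium depolarization with thallium stimulus after 20 min compound exposure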
TMEM16A inh – blocks the mouse calcium-activated chloride channel TMEM16A. Q8BHY3. HEK293 TMEM16A/YFP iodide influx fluorescence, ionomycin. normalized B-score (activity score, 25-100; higher = stronger inhibition) at 10 µM. hit rate 1.2% among 310,000. AID 588511;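 active means ratio plate-corrected score three or more library SD toward inhibition, starting fluorescence score within five deviations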;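 further: score derived from kinetic fluorescence span divided by baseline fluorescence per well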
Active calls of the source: *; i = inactive; ? = inconclusive; · = no result given. Not all compounds are listed; rates above refer to the full screens.

SMILES	KCNQ1 act	TMEM16A act	KCNK3 block	HDAC3 inhib	hERG protect	KCNK9 block	TRPC4 potent	TRPC4 agonist	DYRK1A inh	KCNQ1 inh	TMEM16A inh
O=C(c1ccco1)N1CCN(Cc2ccc(F)cc2Cl)CC1	i	i	i	-1.9	-3.9	i	i	i	2.9	i	i
N#Cc1c(NC(=O)c2ccc(Br)o2)n(-c2ccccc2)c2nc3ccccc3nc12	i	i	i	-21.2	-6.9	i	i	i	12.4	i	i
COc1ccc(CSc2nnc(CNS(C)(=O)=O)o2)cc1	i	i	i	2.8	-1.2	i	i	i	0.1	i	i
Cc1noc(C)c1COc1cccc(C(=O)Nc2ccc(OCc3ccccc3)cc2)c1	i	i	i	?	-6.8	i	i	i	-4.3	i	i
CCN(CC)CCNC(=O)C(=O)Nc1cc2c3c(c1)CCN3C(=O)CC2	i	i	i	-2.9	-6.1	i	i	i	4.2	i	i
CCOC(=O)c1cnc(N)nc1C(F)(F)F	i	i	i	-1.7	-10.6	i	i	i	-8.5	i	i
CCCOc1ccc(N2C(=O)CC(N(CCc3ccc(S(N)(=O)=O)cc3)C(C)=O)C2=O)cc1 (centres undefined)	i	i	i	-0.7	-14.8	i	i	i	-1.1	i	i
CCCCC1=NN(C(=O)c2ccco2)C(O)(C(F)(F)F)C1 (centres undefined)	i	i	i	0.8	-9.4	i	i	i	1.4	i	i
NNC(=O)COc1cccc2cccnc12	i	i	i	-3.4	-2.7	i	i	i	10.4	i	i
Cc1cccc(NC(=O)CSc2nnc(-c3ccncc3)n2C)c1	i	i	i	-3.7	-11.4	i	i	i	-4.0	i	i
CCN1CCN(S(=O)(=O)CC2(C)C3CCC2(C)C(=O)C3Br)CC1 (centres undefined)	i	i	i	-0.5	-12.4	i	i	i	-0.1	i	i
COc1cccc(N/C(SCc2ccccc2C)=C(/C#N)C(=O)NCc2cccs2)c1	i	i	i	17.1	-7.8	i	i	i	12.1	i	i
Cc1ccc(C(=O)N2CCN(C(=O)c3ccc(C)cc3)C2)cc1	i	i	i	-1.1	0.4	i	i	i	-7.3	i	i
Cc1ccc(C2CN(CCC(N)=O)C(=O)CO2)cc1 (centres undefined)	·	i	i	3.5	·	·	·	·	-5.6	·	i
C#CCNC(=O)/C=C/c1ccc(C)cc1	i	i	i	-0.6	-1.8	i	i	i	-2.4	i	i
CCOC(=O)Cn1c(C)c(Br)c(COC)c(C#N)c1=O	i	i	i	4.0	-6.0	i	i	i	·	i	i
C=C[C@@](C)(O)CC[C@@H]1[C@@]2(C)CCCC(C)(C)[C@@H]2CC[C@@]1(C)O	i	i	i	4.1	-3.8	i	i	i	14.1	i	i
CCCn1c(SC(C)C(=O)N2CCOCC2)nc2ccc(Br)cc2c1=O (centres undefined)	i	i	i	1.5	-5.3	i	i	i	-5.3	i	i
Cc1ccc(Cl)cc1NC(=O)COC(=O)CC(C)(C)C	i	i	i	7.3	-2.3	i	i	i	1.0	i	i
O=C(Cn1cc([N+](=O)[O-])cn1)N1CCCc2ccccc21	i	i	i	1.8	-5.3	i	i	i	·	i	i
CC1=CS/C(=C(/C#N)C(=O)NCc2ccco2)N1c1ccccc1	i	i	i	-2.7	-7.5	i	i	i	0.3	i	i
COc1cc(-c2nc(-c3ccc(NC(=O)c4ccc5c(c4)OCO5)cc3)no2)cc(OC)c1OC	i	i	i	1.3	-9.5	i	i	i	-1.4	i	i
Cc1cccc(N2CCN(C(=O)c3cn4ccccc4n3)CC2C)c1 (centres undefined)	i	i	i	2.0	1.1	i	i	i	4.6	i	i
CCOC(=O)C(C(=O)OCC)C(C)(C)/C(C)=N\Nc1ccc([N+](=O)[O-])cc1[N+](=O)[O-]	i	i	i	5.2	-14.9	i	i	i	-12.6	i	i
COc1ccccc1CNc1nc(C)c(C(C)=O)s1	i	i	i	0.9	-7.5	i	i	i	-4.6	i	i

3 of these compounds, set out differently:
CCOC(=O)c1cnc(N)nc1C(F)(F)F
  KCNQ1 act = i
  TMEM16A act = i
  KCNK3 block = i
  HDAC3 inhib = -1.7
  hERG protect = -10.6
  KCNK9 block = i
  TRPC4 potent = i
  TRPC4 agonist = i
  DYRK1A inh = -8.5
  KCNQ1 inh = i
  TMEM16A inh = i

CCCCC1=NN(C(=O)c2ccco2)C(O)(C(F)(F)F)C1 (centres undefined)
  KCNQ1 act = i
  TMEM16A act = i
  KCNK3 block = i
  HDAC3 inhib = 0.8
  hERG protect = -9.4
  KCNK9 block = i
  TRPC4 potent = i
  TRPC4 agonist = i
  DYRK1A inh = 1.4
  KCNQ1 inh = i
  TMEM16A inh = i

Cc1ccc(C(=O)N2CCN(C(=O)c3ccc(C)cc3)C2)cc1
  KCNQ1 act = i
  TMEM16A act = i
  KCNK3 block = i
  HDAC3 inhib = -1.1
  hERG protect = 0.4
  KCNK9 block = i
  TRPC4 potent = i
  TRPC4 agonist = i
  DYRK1A inh = -7.3
  KCNQ1 inh = i
  TMEM16A inh = i

Going on with the list:
SMILES	KCNQ1 act	TMEM16A act	KCNK3 block	HDAC3 inhib	hERG protect	KCNK9 block	TRPC4 potent	TRPC4 agonist	DYRK1A inh	KCNQ1 inh	TMEM16A inh
O=C(NCCCNC(=O)NC1CCCCC1)NC1CCCCC1	i	·	·	1.7	-5.1	i	i	i	·	i	i
CCOc1ccc(S(=O)(=O)N(CC(=O)O)c2ccccc2)cc1	i	i	i	5.4	-3.0	i	i	i	-3.2	i	i
Cc1cc(N2CCN(c3ccc(F)cc3)CC2)nc2cc(O)ccc12	i	i	i	-2.5	-27.5	i	i	i	-4.8	i	i
CCCC(=O)c1cc(F)c(N2CCN(C(=O)OCC)CC2)cc1C	i	i	i	7.8	-14.7	i	i	i	-1.0	i	i
N#Cc1ccc(N2CCCC2C(=O)O)c([N+](=O)[O-])c1 (centres undefined)	i	i	i	?	-11.0	i	i	i	-4.1	i	i
CCCn1c(C2CCCN2c2nc(-c3ccc(C)cc3)cs2)nc2ccccc21 (centres undefined)	i	i	i	7.4	-9.6	i	i	46*	-0.6	i	i
CC(=O)NC1CC2CCCC(C1)N2CC(=O)Nc1ccccc1 (centres undefined)	i	i	i	3.0	-2.4	i	i	i	-3.3	i	i
O=C(NC1CCCCC1)C1CCCN(S(=O)(=O)c2cccc3cccnc23)C1 (centres undefined)	i	i	i	-0.4	-13.9	i	i	i	1.5	i	i
COc1ccc(CCNC(=O)COc2cc(C)cc3oc(=O)cc(C)c23)cc1OC	i	i	i	-3.5	-7.9	i	i	i	-0.6	i	i
O=C(NCc1cccnc1)c1cn(-c2ccccc2)nc1-c1cccs1	i	i	i	5.5	-11.6	i	i	i	·	i	i
CCn1c(SCC(N)=O)nc2sc3c(c2c1=O)CCN(C)C3	i	i	i	-9.9	-10.3	i	i	i	7.5	i	i
O=C(NCCN1CCN(Cc2ccccc2)CC1)C1CC(=O)N(C2CCCC2)C1 (centres undefined)	i	i	i	-6.8	-8.8	i	i	i	-4.3	i	i
O=C(/C=C/c1cccc(Cl)c1)Nc1ccncc1	i	i	i	-0.2	-14.5	i	i	i	4.4	i	i
COc1ccc(C(=O)Nc2ccc(N3CCN(Cc4ccccc4)CC3)cc2)cc1	i	i	i	-14.5	-9.4	i	i	i	-0.1	i	i
O=C(O)c1cccc(N2C(=O)c3cc([N+](=O)[O-])cc4cc([N+](=O)[O-])cc(c34)C2=O)c1	i	i	i	2.3	-5.2	i	i	i	3.1	i	i
COc1ccc(NC(=O)c2c(F)c(F)c(F)c(F)c2F)cc1Cl	i	i	i	1.3	-4.2	i	i	i	23.7	i	i
COc1cccc(OCC(=O)Nc2ccccc2C(N)=O)c1	i	i	i	-12.7	-2.1	i	i	i	3.3	i	i
COc1ccc(C)cc1NS(=O)(=O)c1ccc2c(c1)N(C(C)=O)CCO2	i	i	i	0.8	-5.2	i	i	i	0.4	i	i
CCc1ccc(NC(=O)C2CCN(S(=O)(=O)c3ccc4c(c3)CC(C)N4C(C)=O)CC2)cc1 (centres undefined)	i	i	i	-7.5	-8.3	i	i	i	6.1	i	i
O=C(/C=C/c1ccc2c(c1)OCO2)NCCSCc1ccc(Cl)cc1Cl	i	i	i	·	1.1	i	i	i	3.3	i	·
O=C(Cc1cccs1)Nc1ccc(-c2nnc(-c3ccco3)o2)cc1	i	i	i	-7.2	-6.6	i	i	i	7.6	i	i
Cc1ccc(NCCNc2ccc(C)cc2)cc1	i	i	i	5.1	-12.7	i	i	i	-5.0	i	i
COc1ccc(CCNC(=O)C(=O)NCc2ccccc2)cc1OC	i	i	i	1.1	-4.3	i	i	i	-2.4	i	i
CC1(C)Cc2c(cnn2-c2ccccc2)C(NC(=O)CCCN2CCCC2=O)C1 (centres undefined)	i	i	i	-0.7	-11.6	i	i	i	-4.8	i	i
CCOC(=O)c1ccc(S(=O)(=O)N2CCN(CC(O)COc3ccc(C#N)cc3)CC2)cc1 (centres undefined)	i	i	i	0.8	-9.6	i	i	i	-1.3	i	i
CCN(CC(=O)Nc1ccc(OC)cc1)C(=O)c1ccc(NS(=O)(=O)c2ccc(C(C)=O)cc2)cc1	i	i	i	2.3	-11.4	i	i	i	8.2	i	i
Cc1nn(Cc2c(F)c(F)c(F)c(F)c2F)c(C)c1NC(=O)c1nn(C)cc1[N+](=O)[O-]	i	i	i	4.1	-9.9	i	i	i	-7.6	i	i
COc1ccccc1NC(=O)CCSc1nnnn1C	i	i	i	2.7	-8.8	i	i	i	0.8	i	i
O=C(CCn1c(=O)oc2ccccc21)N1CCN(c2ccccc2Cl)CC1	i	i	i	-3.1	-15.1	i	i	i	-3.3	i	i

Structures above containing a thiophene ring, fused or not, in the order listed:
SMILES	KCNQ1 act	TMEM16A act	KCNK3 block	HDAC3 inhib	hERG protect	KCNK9 block	TRPC4 potent	TRPC4 agonist	DYRK1A inh	KCNQ1 inh	TMEM16A inh
COc1cccc(N/C(SCc2ccccc2C)=C(/C#N)C(=O)NCc2cccs2)c1	i	i	i	17.1	-7.8	i	i	i	12.1	i	i
O=C(NCc1cccnc1)c1cn(-c2ccccc2)nc1-c1cccs1	i	i	i	5.5	-11.6	i	i	i	·	i	i
CCn1c(SCC(N)=O)nc2sc3c(c2c1=O)CCN(C)C3	i	i	i	-9.9	-10.3	i	i	i	7.5	i	i
O=C(Cc1cccs1)Nc1ccc(-c2nnc(-c3ccco3)o2)cc1	i	i	i	-7.2	-6.6	i	i	i	7.6	i	i

High-throughput results (PubChem)
